ASK1 inh = ASK1 kinase inhibitors, primary screen, biochemical, AlphaScreen. Mitogen-activated protein kinase kinase kinase 5 (Homo sapiens), Q99683. AlphaScreen MKK6 phosphorylation by ASK1, luminescence. inhibition, % at 7.44 µM. 22,000 tested, 0.99% active; in the data active = inhibition above about 35%;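 also: 0% = median of compound wells and 100% = no enzyme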
Target sequence (Q99683 whole entry, looked up): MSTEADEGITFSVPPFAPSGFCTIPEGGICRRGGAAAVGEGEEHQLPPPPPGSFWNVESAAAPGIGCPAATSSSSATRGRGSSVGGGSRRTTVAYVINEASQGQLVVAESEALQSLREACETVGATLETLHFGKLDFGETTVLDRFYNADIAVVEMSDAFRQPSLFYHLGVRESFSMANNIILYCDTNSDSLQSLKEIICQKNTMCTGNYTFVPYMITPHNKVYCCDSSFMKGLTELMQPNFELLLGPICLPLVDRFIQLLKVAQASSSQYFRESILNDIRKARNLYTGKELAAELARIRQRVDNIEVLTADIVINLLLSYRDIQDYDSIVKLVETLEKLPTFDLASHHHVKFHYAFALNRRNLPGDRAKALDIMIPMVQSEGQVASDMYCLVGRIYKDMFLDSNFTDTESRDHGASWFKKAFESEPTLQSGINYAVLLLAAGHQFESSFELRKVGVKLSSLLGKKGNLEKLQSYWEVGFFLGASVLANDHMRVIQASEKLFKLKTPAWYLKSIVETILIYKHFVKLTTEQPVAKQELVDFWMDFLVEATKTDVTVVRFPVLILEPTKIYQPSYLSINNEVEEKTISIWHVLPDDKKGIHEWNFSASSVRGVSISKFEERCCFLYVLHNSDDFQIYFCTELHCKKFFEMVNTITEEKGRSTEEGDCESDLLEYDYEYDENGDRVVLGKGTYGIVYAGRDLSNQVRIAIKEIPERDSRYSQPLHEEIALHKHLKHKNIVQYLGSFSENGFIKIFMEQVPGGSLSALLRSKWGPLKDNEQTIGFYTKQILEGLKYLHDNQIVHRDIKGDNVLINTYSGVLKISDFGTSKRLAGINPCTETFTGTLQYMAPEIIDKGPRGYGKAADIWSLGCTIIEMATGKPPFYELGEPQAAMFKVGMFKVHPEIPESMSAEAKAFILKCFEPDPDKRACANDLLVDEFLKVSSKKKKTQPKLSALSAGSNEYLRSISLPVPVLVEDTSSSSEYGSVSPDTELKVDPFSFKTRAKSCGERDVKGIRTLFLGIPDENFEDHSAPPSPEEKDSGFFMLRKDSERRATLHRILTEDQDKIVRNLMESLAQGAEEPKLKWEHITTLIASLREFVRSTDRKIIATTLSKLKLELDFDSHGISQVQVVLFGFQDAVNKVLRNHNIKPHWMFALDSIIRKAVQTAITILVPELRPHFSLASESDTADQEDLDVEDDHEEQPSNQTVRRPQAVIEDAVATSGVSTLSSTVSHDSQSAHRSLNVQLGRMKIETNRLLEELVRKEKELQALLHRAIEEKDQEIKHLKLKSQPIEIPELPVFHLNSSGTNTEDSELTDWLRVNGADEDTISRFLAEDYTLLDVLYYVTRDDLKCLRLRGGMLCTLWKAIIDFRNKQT
ULK1 primary = ULK1 kinase inhibitors, primary screen, biochemical, AlphaScreen; Serine/threonine-protein kinase ULK1 (Homo sapiens), O75385; AlphaScreen Atg13 phosphorylation by ULK1, luminescence; inhibition, % at 5.96 µM; 30,000 tested, 1.9% active; AID 1259251, 2017; in the data active = inhibition above about 43%;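 also: 0% = median of compound wells and 100% = no enzyme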
An asterisk follows results filed as active; . = no result given; & = joins results of further samples.

ULK1 primary | ASK1 inh | Structure
0 | 1 | NC(=O)c1ccnc(N2CCN(c3ccccn3)CC2)c1
-3 | 15 | Clc1nc(NC2CCN(Cc3ccccc3)CC2)c2[nH]cnc2n1
14 | 3 | Cc1cnc(NCCN2CCOCC2)nc1NC1CC1
-46 | 10 | FC(F)(F)c1ccc(Cn2cnc3c(NC4CCN(Cc5ccccc5)CC4)nc(-c4ccccc4)nc32)cc1
2 | 1 | CCCNc1ncnc2nc(N3CCN(Cc4ccc5c(c4)OCO5)CC3)[nH]c12
6 | -7 | O=C(NCc1cccnc1)c1cccc(Nc2ccc(N3CCOCC3)cc2)n1
-8 | -5 | O=C(NCCN1CCOCC1)c1csc(N2CCC(N3CCOCC3)CC2)n1
4 | . | FC(F)(F)COCC(F)(F)F
8 | -16 | Cn1nccc1Nc1cccc(C(=O)NCCN2CCOCC2)n1
-1 | . | CC[C@H](C)[C@H]1C(=O)Nc2cc(S(C)(=O)=O)ccc2N1C(=O)Cc1ccccc1
-7 | . | O=C1c2ccccc2C(=O)N1CCCOCc1c[nH]c(=O)[nH]c1=O
-8 | -11 | O=C(NCCc1ccc(O)cc1)c1ccnc(NCCN2CCOCC2)c1
13 | 31 | COc1cc(-c2cn[nH]c2)cc2c(=O)[nH]c(CCc3cccc(NC(=O)C(C)C)c3)nc12
5 | . | C#C[C@]1(O)CC[C@H]2[C@@H]3CCC4=CCCC[C@@H]4[C@H]3C(=C)C[C@@]21CC
3 | . | COC(=O)/C(=C\c1ccc([N+](=O)[O-])o1)NC(=O)c1ccccc1
-49 | -9 | CC(C)n1cnc2c(NCCOc3ccccc3)nc(-c3cccc(N)c3)nc21
-3 | -5 | c1cnc(Nc2nc(NCCN3CCOCC3)c3ncn(C4CCCCC4)c3n2)nc1
-3 | -29 | COc1cc2nc(Nc3nccc4ccccc34)nc(Nc3ccccc3)c2cc1OC
-2 | -18 | Cc1cnc(-c2ccccc2)nc1NCc1ccccc1
22 | 8 | O=C(Nc1ccc2c(c1)OCO2)c1cccc(N2CCN(c3ccccn3)CC2)n1
7 | . | CCC(=O)Nc1cc(C)nn1-c1nc2c(c(=O)[nH]1)CCC2
-5 | 28 | Cc1ncn(-c2ccc(Nc3ncc4cccc(-c5nc6ccccc6s5)c4n3)cc2)n1
16 | -12 | O=C(NCCN1CCOCC1)c1cccc(-n2ncc3cc(N(c4ccccc4)c4ccccc4)c(N4CCOCC4)cc32)c1
1 | 19 | CN(C)c1cccc(Nc2nc(NCCN3CCOCC3)c3ncn(-c4ccsc4)c3n2)c1
-2 | -5 | Cn1cc(-c2ccc(-c3ccnc(Nc4ccc(-n5cnc(N6CCOCC6)n5)cc4)n3)cc2)cn1
27 | 19 | COc1cc(Nc2nc(Nc3ccncc3)nc3c2ncn3-c2ccsc2)cc(OC)c1OC
7 | -2 | Oc1ccc(CCNc2nc(Nc3nccc4ccccc34)nc3c2ncn3-c2ccsc2)cc1
14 | . | CCc1cnc2c(c1OC)c(=O)n(CC(=O)NC(C)C)c(=O)n2C
13 | . | CS(=O)(=O)c1ccc2c(c1)nc(N1CCN(CCO)CC1)c1nccn12
0 | . | O=C(O)c1cc(N=Nc2ccc(O)c(C(=O)O)c2)ccc1O

Whole records, quoted from the list. Order of values: ULK1 primary, ASK1 inh
Entry for Cc1cnc(-c2ccccc2)nc1NCc1ccccc1 → -2, -18
Entry for O=C(NCc1cccnc1)c1cccc(Nc2ccc(N3CCOCC3)cc2)n1 → 6, -7
Entry for NC(=O)c1ccnc(N2CCN(c3ccccn3)CC2)c1 → 0, 1

The listing picks up; the four compounds before the break are reprinted first.
ULK1 primary | ASK1 inh | Structure
7 | -2 | Oc1ccc(CCNc2nc(Nc3nccc4ccccc34)nc3c2ncn3-c2ccsc2)cc1
14 | . | CCc1cnc2c(c1OC)c(=O)n(CC(=O)NC(C)C)c(=O)n2C
13 | . | CS(=O)(=O)c1ccc2c(c1)nc(N1CCN(CCO)CC1)c1nccn12
0 | . | O=C(O)c1cc(N=Nc2ccc(O)c(C(=O)O)c2)ccc1O
9 | . | CCC1(c2cnc[nH]2)Cc2ccccc2C1
8 | . | COc1cc(OC)nc(Oc2ccccc2C(=O)NCC(=O)OC(C)(C)C)n1
47* | -18 | Cn1cc(-c2ccc3cnc(Nc4ccc(-n5cnc(N6CCOCC6)n5)cc4)nc3c2Cl)cn1
3 | -9 | O=C1CCCN1CCCNc1nc(N2CCOCC2)nc2c1ncn2-c1ccccc1
24 | -2 | O=C(NCc1ccccc1)c1cnc(Nc2ncccn2)s1
-38 | -19 | NC(c1ccc(Nc2nccc(-c3cccc(Nc4ccccc4)c3)n2)cc1)C(F)(F)F (centres undefined)
21 | 5 | CC(=O)Nc1ccc(NC(=O)c2ccc3nc(NCc4cccnc4)sc3c2)cc1
-9 | -4 | COc1ccc(-c2nccc(NCCc3ccc(O)cc3)n2)cn1
6&-1 | 15&-1 | O=C(Nc1ccc2[nH]ncc2c1)[C@@H]1CCCN1C(=O)C(O)c1ccc(Br)cc1 (some centres undefined)
0 | 14 | O=C(NC1CC1)c1cnc(N2CCN(Cc3ccc4c(c3)OCO4)CC2)s1
5 | . | NCCn1ncc2c(N3CCCCCC3)ncnc21
-17 | 5 | CC(C)N(CCNC(=O)c1ccc2nc(Oc3ccccc3)sc2c1)C(C)C
-9 | . | CCOC(=O)[C@H](CCc1ccccc1)N[C@H]1CCc2ccccc2N(CC(=O)O)C1=O
-2 | -16 | O=C(NC1CC1)c1cc(N2CCOCC2)nc2ccccc12
-2 | -3 | COc1ccc(CCNc2cc(C)nc(NCCCN3CCCC3=O)n2)cc1
4 | 0 | O=C(NCc1ccccc1)c1ccnc(NCCCN2CCCC2=O)c1
-18&-15 | 4&8 | CCN(CC)c1nc(NCCN2CCOCC2)nc(Nc2cc(OC)c(OC)c(OC)c2)n1
-7 | . | CCc1ccc(NC(=O)CSc2ncc(-c3ccccc3)n2C)cc1
7 | . | CCOC(=O)c1oc2cc(NC(=O)c3ccc(F)cc3)ccc2c1C
7 | 5 | Nc1nc(Nc2ccc3ncccc3c2)nc2c1ncn2-c1ccsc1
25 | 13 | O=C(NCc1ccccc1)c1csc(Nc2ccc(N3CCOCC3)cc2)n1
5 | 4 | COc1cc2nc(Nc3nc4ccccc4n3C)nc(NCCN3CCOCC3)c2cc1OC
12 | . | O=C(NC(=S)NNC(=O)c1ccccc1O)c1cccs1
7 | -9 | Nc1ncnc2nc(N3CCC(N4CCOCC4)CC3)[nH]c12
2 | -21 | O=C(NCc1ccccc1)c1ccnc(Nc2ccncc2)c1
3 | 18 | c1coc(-c2ccc3cnc(Nc4ccc(-n5cnc(N6CCOCC6)n5)cc4)nc3c2)n1
0 | -5 | COc1ccc(-c2cccc(C(=O)NC3CC3)c2)cc1
-26 | 6 | O=C(NCCOc1ccccc1)c1cccc(Nc2ccccc2)n1
-7 | 3 | CCOc1ccc(NC(=O)c2cccc(-n3ncc4cc(Nc5ccccc5F)ccc43)c2)cc1OCC
-12 | 15 | Oc1ccc(CCNc2nc(NC3CCN(Cc4ccccc4)CC3)nc3c2ncn3-c2ccsc2)cc1

ULK1 primary | ASK1 inh | Structure
-10 | . | Cn1cc(-c2ccccc2NC(=O)Nc2ccc([N+](=O)[O-])cc2)cn1
-11 | 1 | COc1cc(NC(=O)c2cnc(-c3ccc(N4CCOCC4)nc3)s2)cc(OC)c1OC
-10 | 6 | Nc1nc(Cl)cc(NCc2ccccc2)n1
23 | 6 | C=CCNC1CCN(c2c(Cl)cccc2NC(=O)c2ccc(Br)o2)CC1
21 | 1 | c1ccc(N2CCN(c3cc(Nc4ccc5c(c4)OCO5)ncn3)CC2)nc1
-2 | -14 | COc1ccc(-c2ccc(C(=O)NCCO)s2)cc1
15 | 1 | COc1cc(Nc2nc(NCCO)c3ncn(C(C)C)c3n2)cc(OC)c1OC
-8 | . | Cn1c(=O)[nH]c(N2CCOCC2)c(Cc2ccc(F)cc2F)c1=O
-15 | 9 | COc1ccc(CCNc2nc(Nc3ccc(C(F)(F)F)cc3)nc3c2ncn3C(C)C)cc1
2 | -4 | NS(=O)(=O)c1ccc(Nc2nccc(-c3cccc(Cl)c3)n2)cc1
6 | . | CC1(C)COc2ccc(NC(=O)COc3ccc(F)cc3)cc2NC1=O
-3 | -2 | O=C1CCCN1CCCNc1ccnc(-c2cccs2)n1
-11 | 4 | O=C1CCCN1CCn1cnc2c(NCc3cccc(C(F)(F)F)c3)nc(NC3CCN(Cc4ccccc4)CC3)nc21
0 | 29 | c1ccc(OCCNc2nc(N3CCN(Cc4ccc5c(c4)OCO5)CC3)nc3c2ncn3-c2ccccc2)cc1
-1 | 6 | c1ccc(CNc2ncnc3nc(Nc4ccccn4)[nH]c23)cc1
2 | . | CCCCCCCCCCCCCCCC(=O)NCCO
8 | -6 | COc1ccc(CNC(=O)c2cc(-c3cn[nH]c3)ccc2NC(=O)C2COc3ccc(OC)cc3C2)cc1 (centres undefined)
11 | . | CCOc1ccc2oc(C)c(C(=O)Nc3ccc(OC)cc3)c2c1
6 | -11 | CCNc1nc2ccc(C(=O)NCCO)cc2s1
3 | 0 | O=C(NCc1cccc(C(F)(F)F)c1)C1CCN(c2ccc(Nc3ccc(N4CCOCC4)cc3)nn2)CC1
1 | -12 | COc1cccc(CN(CCN2CCCC2)C(=O)Nc2ccc(-c3cn[nH]c3)cc2OC)c1
-10 | -19 | O=C(NCCN1CCOCC1)c1ccc2nc(-c3ccc(C(=O)NC4CC4)cc3)sc2c1
-2 | -10 | CCCNC(=O)C1CCN(c2ccc(Nc3ccncn3)nn2)CC1
-5 | 3 | COc1cc(Nc2nc(NCCc3ccc(O)cc3)c3ncn(CCN4CCCC4=O)c3n2)cc(OC)c1OC
-2 | -6 | Cc1nn(C)c(C)c1-c1ncc(C(=O)NCc2cccc(C(F)(F)F)c2)s1
2 | -7 | CC(C)n1cnc2c(NCc3ccccc3)nc(NCc3cccnc3)nc21
30 | . | CCc1oc2ccccc2c1C(=O)c1cc(Br)c(O)c(Br)c1
9 | -7 | Cn1c(Nc2cc(NCCO)ncn2)nc2ccccc21
-2 | 9 | CC(C)n1cnc2c(NC3CCN(Cc4ccccc4)CC3)nc(N3CCCC3CO)nc21 (centres undefined)
-7 | -30 | Nc1nc(NCCCN2CCCC2=O)cc(NCc2ccccc2)n1

ULK1 primary | ASK1 inh | Structure
-9 | -10 | CC(C)(C)OC(=O)N[C@@H](Cc1ccccc1)c1nc(-c2ccncc2)no1
-7 | 11 | COc1cc2nc(Nc3cnccn3)nc(Nc3cc(OC)c(OC)c(OC)c3)c2cc1OC
-38 | -9 | CC(C)(C)c1ccc(C[C@H](N)c2nc3ccc(-c4ccncc4)cc3[nH]2)cc1
8 | 6 | CC(=O)c1cccc(-c2nc3ccc(C(=O)NCc4nc5ccccc5[nH]4)cc3s2)c1
33 | -16 | COc1cc(Nc2nc(N3CCCC3CO)nc3c2ncn3C(C)C)cc(OC)c1OC (centres undefined)
-15 | 4 | COc1cc2nc(-c3cccc(C(C)=O)c3)nc(Nc3cc(OC)c(OC)c(OC)c3)c2cc1OC
2 | -12 | CC(=O)Nc1cccc(Oc2cc3c(cn2)nc(-c2nonc2N)n3-c2ccc(OCCN(C)C)cc2)c1
3 | 4 | O=C1CCCN1CCCNc1nc(NC2CC2)c2ncn(-c3ccsc3)c2n1
-7 | . | Cc1ccc(NC(=O)CCCl)cc1Cl
-2 | . | CCNC(=O)OC1CCN(c2nncc3cc(OC)c(OC)cc23)CC1
2 | . | O=Cc1cn(CC(O)CN2CCCCC2)c2ccccc12 (centres undefined)
14 | -21 | CN1CCN(C(=O)c2ccc(-c3nc(NCc4cccnc4)c4ncn(-c5ccccc5)c4n3)cc2)CC1
7 | 0 | CC(C)n1c(N2CCOCC2)nc2c(NCc3nc4ccccc4[nH]3)ncnc21
-45 | 11 | CN1CCN(c2ccc(-c3nc(NC4CC4)c4ncn(Cc5ccc(C(F)(F)F)cc5)c4n3)cc2)CC1
-13 | 6 | Nc1nc(NCCN2CCOCC2)cc(Nc2ccc(C(F)(F)F)cc2)n1
12 | . | CC(/C=C/c1ccccc1)=N/OC(=O)c1ccc([N+](=O)[O-])cc1
6 | 1 | Cc1cc(NCCCN2CCCC2=O)nc(NCc2cccnc2)n1
-2 | 11 | COc1ccc(CCNc2ncnc3c2nc(Nc2ccccn2)n3C(C)C)cc1
-2 | -13 | Cc1cc(NCCN(C(C)C)C(C)C)nc(-c2c(C)noc2C)n1
-6 | -3 | NC(=O)c1ccc(-c2nc(C(=O)NCCN3CCOCC3)cs2)cc1
13 | -11 | COc1ccc(CCn2cnc3cc(-c4cn[nH]c4)ccc3c2=O)cc1
28 | -3 | CC(C)c1nc2c(-c3cnn(C)c3)cccc2c(=O)[nH]1
12 | 2 | c1ccc2[nH]c(CNc3nc(N4CCC(N5CCOCC5)CC4)nc4nc[nH]c34)nc2c1
6 | -3 | Cc1cnc(NC2CCN(Cc3ccccc3)CC2)nc1NCCCN1CCCC1=O
-10 | . | c1ccc(CCNc2cc(-c3cccnc3)nc(-c3ccncc3)n2)cc1
-15 | -3 | COc1cc2nc(Nc3ccc(-n4ccnc4)cc3)nc(Nc3cc(OC)c(OC)c(OC)c3)c2cc1OC

3 entries from above in a different format:
molecule: CC(C)n1c(N2CCOCC2)nc2c(NCc3nc4ccccc4[nH]3)ncnc21
  ULK1 primary: 7
  ASK1 inh: 0

molecule: COc1cc2nc(Nc3ccc(-n4ccnc4)cc3)nc(Nc3cc(OC)c(OC)c(OC)c3)c2cc1OC
  ULK1 primary: -15
  ASK1 inh: -3

molecule: CC(=O)Nc1cccc(Oc2cc3c(cn2)nc(-c2nonc2N)n3-c2ccc(OCCN(C)C)cc2)c1
  ULK1 primary: 2
  ASK1 inh: -12
